Assay outcomes: PubChem, several laboratories
STK33 kinase inh: inhibitors of purified STK33 kinase, primary screen, biochemical, ADP-Glo luminescence, homogeneous, cell-free. MBP phosphorylation. inhibition, % at 10 µM. actives 0.073% (n = 320,000);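 active = inhibition at or above 25%, using the most active replicate where run in duplicate; inactive = inhibition below 25%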
Target sequence (Q9BYT3 whole entry, looked up): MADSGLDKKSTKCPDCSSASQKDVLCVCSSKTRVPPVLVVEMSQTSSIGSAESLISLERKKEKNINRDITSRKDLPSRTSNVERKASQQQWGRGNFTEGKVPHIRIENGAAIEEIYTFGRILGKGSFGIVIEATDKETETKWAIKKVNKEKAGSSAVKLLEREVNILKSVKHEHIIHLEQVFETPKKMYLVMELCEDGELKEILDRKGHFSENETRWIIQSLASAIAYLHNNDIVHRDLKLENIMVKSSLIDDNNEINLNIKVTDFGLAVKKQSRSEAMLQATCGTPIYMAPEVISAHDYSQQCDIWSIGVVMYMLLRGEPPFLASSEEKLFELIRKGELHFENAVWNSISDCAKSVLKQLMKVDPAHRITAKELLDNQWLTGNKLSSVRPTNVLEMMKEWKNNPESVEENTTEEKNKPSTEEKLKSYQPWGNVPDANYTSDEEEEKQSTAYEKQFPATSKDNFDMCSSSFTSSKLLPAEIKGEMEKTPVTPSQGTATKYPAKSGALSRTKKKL
Kir21 block: inhibitors of mouse Kir2.1 inward-rectifier potassium channel; Inward rectifier potassium channel 2 (Mus musculus), P35561; HEK293-Kir2.1, FluxOR thallium flux fluorescence; stronger effect = lower value; B-score at 10 µM; actives 0.85% (n = 310,000);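 active = fluorescence ratio B-score at or below minus 3 SD of library scores, with starting-brightness B-score within 2 SD, cut at about -4.2 in these data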;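 also: channel flux triggered by added potassium and thallium sulfate stimulus; B-score of peak minus minimum fluorescence over baseline after thallium stimulus; more negative B-score means stronger Kir2.1 block with less thallium influx; some compounds called inactive have numbers as strong as hits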
Target sequence (P35561 whole entry, looked up): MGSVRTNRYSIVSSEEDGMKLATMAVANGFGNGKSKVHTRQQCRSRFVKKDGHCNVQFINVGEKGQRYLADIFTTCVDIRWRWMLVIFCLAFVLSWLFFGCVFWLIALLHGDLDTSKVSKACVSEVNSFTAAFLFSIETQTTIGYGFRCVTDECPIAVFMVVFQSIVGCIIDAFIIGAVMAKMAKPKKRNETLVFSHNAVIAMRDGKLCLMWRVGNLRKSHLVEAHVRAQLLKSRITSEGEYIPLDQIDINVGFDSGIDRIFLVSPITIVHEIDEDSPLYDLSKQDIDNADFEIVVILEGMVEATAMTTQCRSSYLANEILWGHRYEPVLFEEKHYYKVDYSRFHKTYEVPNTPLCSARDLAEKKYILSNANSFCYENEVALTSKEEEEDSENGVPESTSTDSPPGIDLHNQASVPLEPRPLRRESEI
An asterisk follows results filed as active.

`CCOc1cc(/C=C/c2ccc3cccc([N+](=O)[O-])c3n2)ccc1O` gave STK33 kinase inh 0.2 and Kir21 block -0.46.
Screening Nc1c(C(=O)Nc2cccc(F)c2)nnn1-c1cccc(C(F)(F)F)c1 returned STK33 kinase inh -0.6 and Kir21 block -0.88.
`CCN(CC)S(=O)(=O)c1ccc(C(=O)/C=C/c2ccc(-c3ccc([N+](=O)[O-])cc3)o2)cc1` gave STK33 kinase inh -0.5 and Kir21 block -1.1.
For CSc1nc2sc3c(c2c(=O)n1C)CCCC3 the results were STK33 kinase inh -2.0 and Kir21 block 0.01.
O=C(Nc1ccc(C(=O)N2CCOCC2)cc1)c1cccc([N+](=O)[O-])c1 was read as STK33 kinase inh 0.5 and Kir21 block -3.3.
Screening Cc1cccc(C(=O)c2cnc3ccccc3c2-c2ccccc2)c1 returned STK33 kinase inh -3.2 and Kir21 block -0.46.
Screening CC1CCC2(CC1)Nc1ccccc1C(=O)N2c1ccccc1 (stereo not given) returned STK33 kinase inh 0.7 and Kir21 block -0.13.
`CC1CCN(C(=O)CSc2nnc(CNC(=O)c3c(F)cccc3F)o2)CC1` gave STK33 kinase inh 0.0 and Kir21 block -1.2.
For CCS(=O)(=O)NCC(c1ccco1)N1CCN(c2ccccc2F)CC1 (stereo not given) the results were STK33 kinase inh -0.2 and Kir21 block 0.41.
Cc1ccc(C(=O)N/C(=C\c2cn(C)c3ccccc23)C(=O)NCCN2CCOCC2)cc1 was read as STK33 kinase inh -0.7 and Kir21 block -0.2.
`O=C(NCCCc1ccccc1)C1CCN(S(=O)(=O)c2ccc(F)cc2)CC1` gave STK33 kinase inh 0.1 and Kir21 block -1.6.
For CS(=O)(=O)NCCOc1ccc(S(=O)(=O)NCCOc2ccccc2)cc1 the results were STK33 kinase inh 1.4 and Kir21 block -0.3.
`CC(=O)Nc1ccc(S(=O)(=O)NCc2ccccn2)cc1` gave Kir21 block 2.2.
Cc1ccc(CNC(=O)[C@@H](NC(=O)C2CCN(C(=O)[C@@H]3CCCN3)CC2)C(C)C)cc1 was read as STK33 kinase inh 0.7 and Kir21 block -1.4.
COc1ccc(N2CCN(C(=O)COC(=O)c3cc(S(=O)(=O)N(C)C)ccc3N3CCCC3)CC2)cc1 was read as STK33 kinase inh 0.7 and Kir21 block 0.46.
For CCn1c(=O)n(CC)c2cc(S(N)(=O)=O)ccc21 the results were STK33 kinase inh 0.0 and Kir21 block -1.3.
Screening COc1cc(OC)c(NC(=O)c2ccc3c(SCC(=O)O)c4c(nc3c2)CCCC4)cc1Cl returned Kir21 block 0.39.
Nc1cc(=O)[nH]c(SCC(=O)Nc2ccc(Cl)c(Cl)c2)n1 was read as STK33 kinase inh 0.5 and Kir21 block 0.36.
Screening Cc1ccccc1C(=O)NC1CCN(C(=O)Nc2ccc(F)cc2)CC1 returned STK33 kinase inh -0.6 and Kir21 block 1.3.
Screening CC1=C[C@H]2OC(=O)[C@@H](C)[C@H]2C[C@@H]2[C@H]1C[C@@H](O)[C@@]2(C)O returned STK33 kinase inh -1.1 and Kir21 block -0.26.
`Cc1ccc(C(=O)N(CCC2=CCCCC2)c2c(N)n(Cc3ccccc3)c(=O)[nH]c2=O)o1` gave STK33 kinase inh 0.3 and Kir21 block -0.01.
For CC/C(CC(C)(C)c1ccccc1)=N\O the results were STK33 kinase inh -0.3 and Kir21 block -1.1.
Screening Cc1ccc(COc2coc(CO)cc2=O)cc1 returned STK33 kinase inh -1.1 and Kir21 block 0.44.
`COc1ccc(C2Nc3ccccc3C(=O)N2Cc2ccco2)cc1COc1ccccc1F` (stereo not given) gave STK33 kinase inh 1.3 and Kir21 block -1.2.
Screening CCOC(=O)C1CCN(C(=O)CN2C(=O)NC3(CCCCC3)C2=O)CC1 returned STK33 kinase inh -1.6.
N#CC(C(=O)NC1CCCCC1)c1nc2ccccc2nc1N1CCN(c2ccc(F)cc2)CC1 (stereo not given) was read as Kir21 block -0.11.
COc1ccc(-c2nnc(SCc3cccc(C)c3)n2N)cc1 was read as STK33 kinase inh -1.1 and Kir21 block 0.21.
For COc1ccc(OC)c(NS(=O)(=O)c2c(C(=O)N3CCCCCC3)c(C)n(C)c2C)c1 the results were STK33 kinase inh -1.4 and Kir21 block -0.27.
`Cc1ccc(CN2CCNC(=O)C2CC(=O)NC2CCCCCC2)cc1` (stereo not given) gave STK33 kinase inh -0.2 and Kir21 block -0.95.
For C/C(=N\NC(=S)NC1CCCCC1)c1ccc(OC(F)F)cc1OC(F)F the results were STK33 kinase inh -1.5 and Kir21 block 1.8.
For CC1CCN(C(=O)c2[nH]cnc2C(=O)NCc2ccc(CNC(=O)OC(C)(C)C)cc2)CC1 the results were STK33 kinase inh -0.9.
For CCOCCOC(=O)COc1ccc2c(-c3ccccc3)cc(=O)oc2c1 the results were Kir21 block -0.53.
CCOC(=O)C1CCN(S(=O)(=O)c2cc(Cl)c(C)cc2OC)CC1 was read as STK33 kinase inh 3.5 and Kir21 block -1.1.
Screening O=C(C1CCCCC1)N1CCN(c2ccnc3cc(Cl)ccc23)CC1 returned STK33 kinase inh 2.8 and Kir21 block 0.48.
`COc1ccc(Cc2nnc(SCC(=O)c3ccc4c(c3)NC(=O)CO4)o2)cc1` gave STK33 kinase inh -0.5 and Kir21 block 0.13.
`Cc1ccccc1-n1c(SCc2cc(=O)n3ccccc3n2)nc2[nH]ncc2c1=O` gave STK33 kinase inh 2.1 and Kir21 block -3.6.
Screening COc1cccc(C2C(C(=O)c3sc(C)nc3C)=C(O)C(=O)N2CCN2CCOCC2)c1 (stereo not given) returned STK33 kinase inh -2.1 and Kir21 block -0.98.
O=C(NCCNC(=O)c1ccccn1)c1ccc(F)cc1 was read as STK33 kinase inh -2.3 and Kir21 block -1.2.
CCOc1ccccc1N1CCN(C(=O)CC(C)(C)C)CC1 was read as STK33 kinase inh -1.5 and Kir21 block -0.01.
For CNc1c(N=Cc2cccnc2)c(=O)n(C)c(=O)n1C the results were STK33 kinase inh -1.2 and Kir21 block 1.3.
`Oc1[nH]c2ccc(Br)cc2c1N=NC(=S)Nc1ccc(F)cc1` gave STK33 kinase inh -1.0 and Kir21 block 0.74.
For CCOc1ncccc1C(=O)Nc1cc(S(=O)(=O)N2CCCCC2)ccc1Cl the results were STK33 kinase inh 0.5.
Screening Cn1c(=O)c2cn(-c3ccccc3)cc2n(C)c1=O returned STK33 kinase inh 3.5 and Kir21 block 1.7.
COc1ccc(C(=O)NC2CCN(Cc3c(F)cccc3Cl)CC2)cc1OC was read as STK33 kinase inh -0.8 and Kir21 block -0.59.
`CC1(C)NC(C)(C)c2nonc2/C1=N\O` gave STK33 kinase inh 0.2 and Kir21 block -1.6.
Screening O=C(NC1CCN(CC(=O)N(c2ccccc2)c2ccccc2)CC1)c1ccc([N+](=O)[O-])cc1 returned STK33 kinase inh -1.0 and Kir21 block -0.56.
`CC1=NN(c2ccccc2)C(=O)C1N=Nc1ccc(N)cc1` (stereo not given) gave STK33 kinase inh -0.3 and Kir21 block 1.6.
`O=[N+]([O-])c1ccc2ccn(C3OCC(O)C(O)C3O)c2c1` (stereo not given) gave STK33 kinase inh -0.3 and Kir21 block 0.01.
`Cc1ccc(C(=O)N/C(=C\c2cccs2)C(=O)N2CCCCCC2)cc1` gave STK33 kinase inh -2.9 and Kir21 block 0.72.
Screening Cc1ccccc1NS(=O)(=O)c1ccc(C(=O)N2CCC2)cc1 returned STK33 kinase inh -0.5 and Kir21 block 0.14.
Screening CC1(c2ccc(OC(F)F)cc2)NC(=O)N(CC(=O)Nc2cccc(S(N)(=O)=O)c2)C1=O (stereo not given) returned STK33 kinase inh 0.6 and Kir21 block -0.57.
O=C(NCCCSc1ccccc1)c1cccnc1 was read as STK33 kinase inh -1.8 and Kir21 block -0.19.
O=C(COc1cccc(NC(=O)c2ccccc2)c1)c1ccccc1 was read as STK33 kinase inh -0.3 and Kir21 block -1.2.
For Cc1c(Cl)cccc1N1CC(C(=O)Nc2nccs2)CC1=O (stereo not given) the results were STK33 kinase inh 0.0 and Kir21 block 0.03.
For Cc1ccc(-c2nc(NC(=O)CSc3ccc4ccccc4n3)ns2)cc1 the results were STK33 kinase inh 0.6 and Kir21 block -0.02.
Screening O=C(c1ccccc1)C1CCN(C(=O)Nc2ccccc2)CC1 returned STK33 kinase inh 0.5 and Kir21 block -0.54.
COCCNC(=O)c1c(N)n(-c2cccc(C)c2)c2nc3ccccc3nc12 was read as STK33 kinase inh -1.2 and Kir21 block 1.
CCc1ccc(NC(=O)C2(C)Cc3ccccc3C(=O)O2)cc1 (stereo not given) was read as STK33 kinase inh -1.1 and Kir21 block 1.2.
For NS(=O)(=O)c1ccc(CNC(=O)/C=C/c2ccc(Cl)c(Cl)c2)cc1 the results were STK33 kinase inh -0.2 and Kir21 block 2.6.
CC(C)=C1C2CCC1C(C(=O)Nc1cc(C)cc(C)c1)C2C(=O)O (stereo not given) was read as STK33 kinase inh -0.8 and Kir21 block 0.28.
`Cc1ccc(S(=O)(=O)N2CCCCC2)cc1C(=O)Nc1cccnc1` gave STK33 kinase inh -0.8 and Kir21 block 0.97.
`C=CCNC(=S)N1CCC(C(=O)c2ccc(F)cc2)CC1` gave STK33 kinase inh -1.9 and Kir21 block -1.7.
`CC(=O)Nc1ccc(OC(=O)Oc2ccc(NC(C)=O)cc2)cc1` gave STK33 kinase inh -2.3 and Kir21 block -2.
`Cc1ccc(N2CC(C(=O)Nc3ccccn3)CC2=O)cc1` (stereo not given) gave STK33 kinase inh -1.7 and Kir21 block 0.42.
`CCN1c2ccccc2-c2nc3ccccc3n2C1c1ccccn1` (stereo not given) gave STK33 kinase inh 4.3 and Kir21 block -0.06.
For CN(Cc1cccc(Cl)c1)C(=O)C1CSC2(C)CCC(=O)N12 (stereo not given) the results were STK33 kinase inh -1.0 and Kir21 block 0.03.
Cc1cccc(N2C(=O)CC(N3CCN(c4ccc(Cl)cc4)CC3)C2=O)c1 (stereo not given) was read as STK33 kinase inh -0.4 and Kir21 block 0.91.
For Nc1ncnc2c1ncn2[C@@H]1O[C@H](CNCc2ccc(OCC(=O)Nc3nccs3)cc2)[C@@H](O)[C@H]1O the results were STK33 kinase inh 0.3.
`CCc1ccc(C2c3[nH]c4ccccc4c3CCN2C(=O)c2cc[n+]([O-])cc2)cc1` (stereo not given) gave STK33 kinase inh 1.9 and Kir21 block 0.
`CCOc1ccc2nc(SCC(=O)NNC(=O)c3ccco3)c(C)cc2c1` gave STK33 kinase inh 0.0 and Kir21 block -0.28.

Three entries out of the list, arranged by SMILES length, ascending:
`C=CCNC(=S)N1CCC(C(=O)c2ccc(F)cc2)CC1` gave STK33 kinase inh -1.9 and Kir21 block -1.7.
`CC(=O)Nc1ccc(OC(=O)Oc2ccc(NC(C)=O)cc2)cc1` gave STK33 kinase inh -2.3 and Kir21 block -2.
`CCOc1ccc2nc(SCC(=O)NNC(=O)c3ccco3)c(C)cc2c1` gave STK33 kinase inh 0.0 and Kir21 block -0.28.

Following part:
Screening COC(=O)c1ccc(COC(=O)c2cccn2C)o1 returned STK33 kinase inh -1.9 and Kir21 block 0.45.
CCN(c1ccc(C)cc1C)S(=O)(=O)c1nnc(NC(=O)C(C)C)s1 was read as STK33 kinase inh -1.0 and Kir21 block 0.37.
For CC(C)CC(=O)NC(=S)NNC(=O)c1cccc([N+](=O)[O-])c1 the results were STK33 kinase inh -1.1 and Kir21 block -1.1.
For O=C(Nc1ccc(Br)cc1)c1cccc(NC(=O)C2C3CC4OC(=O)C2C4C3)c1 (stereo not given) the results were STK33 kinase inh -1.0 and Kir21 block 0.01.
`CCOC(=O)C1CCN(CCC(=O)Nc2ccccc2Cl)CC1` gave STK33 kinase inh 0.7 and Kir21 block 0.26.
`C=CCNC(=O)c1cc2c(=O)c3ccccc3oc2nc1C` gave STK33 kinase inh -1.4 and Kir21 block -0.77.
CCN(c1ccccc1)S(=O)(=O)c1ccc(OC)c(NC(=O)Cc2ccccc2OC)c1 was read as STK33 kinase inh -0.8.
Screening C=CCn1c(SC)nnc1-c1cccc([N+](=O)[O-])c1 returned STK33 kinase inh 0.0 and Kir21 block -0.05.
O=C(O)c1cc(Cl)c(Cl)cc1C(=O)Nc1cccc2ncccc12 was read as STK33 kinase inh 3.0 and Kir21 block -0.99.
Screening NC(=O)CN1C(=O)C(=O)N(Cc2ccc(F)cc2)C1=O returned STK33 kinase inh 0.1 and Kir21 block 0.44.

Grouped by structure: the entries above with a tert-butyl group (two)
For CC1CCN(C(=O)c2[nH]cnc2C(=O)NCc2ccc(CNC(=O)OC(C)(C)C)cc2)CC1 the results were STK33 kinase inh -0.9.
CCOc1ccccc1N1CCN(C(=O)CC(C)(C)C)CC1 was read as STK33 kinase inh -1.5 and Kir21 block -0.01.

Returning to the listing, repeating the 2 entries before the break.
O=C(O)c1cc(Cl)c(Cl)cc1C(=O)Nc1cccc2ncccc12 was read as STK33 kinase inh 3.0 and Kir21 block -0.99.
Screening NC(=O)CN1C(=O)C(=O)N(Cc2ccc(F)cc2)C1=O returned STK33 kinase inh 0.1 and Kir21 block 0.44.
`CCOC(=O)c1sc(NC(=O)CCc2ccccc2)nc1C` gave STK33 kinase inh -2.1 and Kir21 block 0.
`FC(F)(F)c1nc(Oc2ccccc2)c2ccccc2n1` gave STK33 kinase inh -0.1 and Kir21 block 0.34.
Screening COc1ccc(-c2cnc3c(c2)CCC3(C#N)C#N)cc1 returned STK33 kinase inh 0.3 and Kir21 block 0.06.
For O=c1oc2c(CN3CCOCC3)c(O)ccc2c2c1CCC2 the results were STK33 kinase inh -1.0.
